SW480 rereplic: DNA re-replication induction in SW480 cells; SW480 DNA re-replication, Hoechst DNA content imaging, 48 h; Potency, µM (doses to about 46.1 µM), inactives show top-dose re-replication activation, most hits filed as activators; 340,000 tested, 1.8% active; AID 624297; further: % of control where 0% means no effect; nearly all actives have a fitted effect of over 55% in size
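Treated cells incubate 48 hr (37 C, 5% CO2), are stained 40 min with Hoechst, and nuclear fluorescence is enumerated; a rise in nuclei with high DNA signal marks re-replication.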
HT1080 IDH1KD tx: kills HT-1080 cells with IDH1 knockdown. HT-1080 IDH1 knockdown viability, ATP luminescence, 48 h. Potency, µM (doses to about 46.1 µM), without a hit: at the top dose activity, negative = toxicity, actives largely listed as cytotoxic. 360,000 tested, 2% active;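 further: 0% = DMSO wells and -100% = cell-free medium wells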
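Cytotoxicity counter-line: IDH1KD HT-1080, 48 h, CellTiter-Glo. Curves classed by r2, magnitude and activity.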
GLP-1R inv ag: inverse agonists of human GLP-1 receptor. HEK293 GLP-1R CRE-luciferase, luminescence, 24 h; GLP-1R form is constitutively active. Potency, µM (doses to about 38.3 µM), without a hit: at the top dose activity change, negative = inhibition, actives largely listed as inhibitors. 410,000 tested, 1.6% active. AID 624417; further: on the % scale 0 is the no-effect control and ±100 the full control effect; nearly all actives have a fitted effect of over 55% in size
Target sequence (P43220 whole entry, looked up): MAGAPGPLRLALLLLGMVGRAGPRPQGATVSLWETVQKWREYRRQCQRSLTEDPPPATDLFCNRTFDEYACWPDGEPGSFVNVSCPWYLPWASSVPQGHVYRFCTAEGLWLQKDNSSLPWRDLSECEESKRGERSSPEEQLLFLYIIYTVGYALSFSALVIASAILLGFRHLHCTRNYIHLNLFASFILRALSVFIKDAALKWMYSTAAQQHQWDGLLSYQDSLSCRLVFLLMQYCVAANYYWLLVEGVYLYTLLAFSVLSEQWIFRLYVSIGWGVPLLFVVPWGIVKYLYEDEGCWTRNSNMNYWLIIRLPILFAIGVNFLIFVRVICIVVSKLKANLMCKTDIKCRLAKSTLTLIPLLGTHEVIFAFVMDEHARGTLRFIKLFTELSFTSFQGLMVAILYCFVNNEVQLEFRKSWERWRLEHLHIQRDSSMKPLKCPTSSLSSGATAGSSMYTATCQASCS
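Readout was luciferase luminescence, measured 12 min after detection reagent at room temperature. Beforehand, GLP-1R reporter HEK293 cells had sat 12 h, then received compounds for 24 hr at 37 deg C.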
HEK293 tox: cytotoxicity in counter-screen for GLP-1R inverse agonists | AID 624418 | Potency, µM (doses to about 38.3 µM), for inactives: top-dose activity change, negative = inhibition, hits mostly inhibitors | 410,000 tested, 0.13% active | HEK293 cAMP-luciferase reporter cells, luminescence, 24 h;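 further: loss of luciferase light is scored as toxicity; on the % scale 0 is the no-effect control and ±100 the full control effect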
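1536-well qHTS counterscreen of the MLSMR; 200 cells/uL, 12 h pre-incubation, 23 nL cpd, 24 h at 37 deg C 5% CO2, luciferase detection reagent, 12 min RT, luminescence. Inhibition = undesired.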
KB-3-1 cytotox: KB-3-1 parental cell cytotoxicity; KB-3-1 viability, CellTiter-Glo ATP luminescence, 72 h; Potency, µM (top dose mostly 46.1 µM), for the others: top-dose activity change, negative = cytotoxic, hits mostly cytotoxic; 400,000 tested, 1.4% active; AID 1347075; further: on the % scale 0 is the no-effect control and ±100 the full control effect; nearly all actives have a fitted effect of over 60% in size
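KB-3-1 parental drug-naive adenocarcinoma cells in DMEM/10% FBS, incubated 72 h at 37 C with pin-transferred compounds across a concentration series. Viability by CellTiter-Glo luminescence; concentration-response curves fitted after normalization.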
KB-V1 MDR tox: kills drug-selected multidrug resistant KB-V1 cells; KB-V1 MDR cells viability, CellTiter-Glo, 72 h; Potency, µM (titrated, usually from 46.1 µM), for inactives: at the top dose activity change, negative = cytotoxicity, most hits filed as cytotoxic; 400,000 tested, 3.4% active; further: on the % scale 0 is the no-effect control and ±100 the full control effect; nearly all actives have a fitted effect of over 60% in size
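KB-V1 cells (P-gp-expressing MDR subline of KB-3-1) in phenol-red-free DMEM with 10% FBS were exposed to library compounds over a concentration series for 72 h at 37 degrees C. Viability read by CellTiter-Glo luminescence; concentration-effect curves fitted after normalization.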
GLP-1R agonist: activates the human GLP-1 receptor | 380,000 tested, 0.007% active | Potency, µM (series often up to 45.6 µM), for inactives: at the top dose activation, usual class: activators | HEK293 GLP-1R CRE-luciferase, luminescence, 4-6 h; cells express a hypersensitive GLP-1R form; further: % of control where 0% means no effect
TDP-43 yeast inh: TDP-43 toxicity inhibition in yeast | TDP-43 expressing yeast growth rescue, BacTiter-Glo, 24 h | Potency, µM (top dose mostly 46.1 µM), without a hit: top-dose growth rescue (activation), most hits filed as activators | 410,000 tested, 1.8% active; further: % of control where 0% means no effect; nearly all actives have a fitted effect of over 50% in size
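In this qHTS, compounds that restore growth of yeast expressing TDP-43 appear as activators. Cells (OD600=0.02, galactose medium, raffinose-pregrown) are incubated with compound 24 hr at 30 deg C and growth is quantified by BacTiter-Glo.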
HT1080-NT tox: kills 2HG-producing HT-1080-NT fibrosarcoma cells | HT-1080-NT fibrosarcoma viability, CellTiter-Glo ATP luminescence, 48 h | 360,000 tested, 1.6% active | Potency, µM (series often up to 46.1 µM), inactives show top-dose activity, negative = less viability, actives largely listed as cytotoxic;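 further: NT is the 2HG producing partner of a matched IDH1 knockdown line; 0% = DMSO-treated cells and -100% = media-only wells without cells; nearly all actives have a fitted effect of over 55% in size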
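Toxicity toward the 2HG-producing NT line was scored as %Activity, normalised to DMSO and no-cell wells, from CellTiter-Glo luminescence after 48 hours' treatment.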
An asterisk follows results filed as active; [ ] = another dose, or the depositor's remark. The call rests on the fitted dose curve; in most records, active means well fitted curve in the direction sought with a large enough effect; inconclusive means small, poorly fitted or top-dose-only effect, or another doubt; inactive means no such curve, though single readings can be large; an effect the other way counts as inactive or inconclusive. Potency means the concentration at half of the fitted maximal effect.

`CCOc1ccccc1N1CCN(C(=O)CCCN2C(=O)c3cccc4cccc(c34)C2=O)CC1` gave HT1080 IDH1KD tx 22%, GLP-1R inv ag inconclusive, HEK293 tox -22%, KB-3-1 cytotox -13%, KB-V1 MDR tox inconclusive, GLP-1R agonist 21%, TDP-43 yeast inh 0% and HT1080-NT tox 12%.
Screening COc1ccccc1Oc1coc2c(CN3CCN(C)CC3)c(O)ccc2c1=O returned SW480 rereplic -3%, HT1080 IDH1KD tx -4%, GLP-1R inv ag 0%, HEK293 tox 4%, KB-3-1 cytotox 1%, KB-V1 MDR tox 0%, GLP-1R agonist -6%, TDP-43 yeast inh -5% and HT1080-NT tox 2%.
For O=C(NCC(c1ccco1)N1CCCCC1)c1ccc(OCc2ccccc2)cc1 (stereo not given) the results were SW480 rereplic -1%, HT1080 IDH1KD tx 24%, GLP-1R inv ag -8%[0.307 µM], HEK293 tox -5%[0.307 µM], KB-3-1 cytotox 8%, KB-V1 MDR tox -25%, GLP-1R agonist 3%, TDP-43 yeast inh inconclusive and HT1080-NT tox 14%.
CCCNC(=O)NS(=O)(=O)c1cnccc1Sc1ccc(Cl)c(Cl)c1 was read as SW480 rereplic -1%, HT1080 IDH1KD tx 0%, GLP-1R inv ag 17%, HEK293 tox -6%, KB-3-1 cytotox -4%, KB-V1 MDR tox 6%, GLP-1R agonist -2%, TDP-43 yeast inh 13% and HT1080-NT tox 2%.
Screening Cc1cc(C)cc(NS(=O)(=O)c2ccc3[nH]c(=O)[nH]c3c2)c1 returned SW480 rereplic -9%, HT1080 IDH1KD tx 3%, GLP-1R inv ag 1%, HEK293 tox 5%, KB-3-1 cytotox -9%, KB-V1 MDR tox -9%, GLP-1R agonist -2%, TDP-43 yeast inh 14% and HT1080-NT tox 2%.
For Cc1ccc(S(=O)(=O)N2CCN(C(=O)c3cc(S(=O)(=O)N4CCOCC4)ccc3Cl)CC2)c(C)c1 the results were SW480 rereplic -1%, HT1080 IDH1KD tx -28%, GLP-1R inv ag inconclusive, HEK293 tox -12%, KB-3-1 cytotox -23%, KB-V1 MDR tox -16%, GLP-1R agonist 10%, TDP-43 yeast inh 9% and HT1080-NT tox -6%.
`COc1cc(OC)cc(C2=Cc3ccccc3C(CC(=O)c3ccco3)N2c2ccc(-c3ccc(C(N)=O)cc3)cc2)c1` (stereo not given) gave HT1080 IDH1KD tx -11%, GLP-1R inv ag -15%, HEK293 tox -22%, KB-3-1 cytotox inconclusive, KB-V1 MDR tox -3%, GLP-1R agonist 0%, TDP-43 yeast inh 18% and HT1080-NT tox inconclusive.
Cc1nc(-c2ccccc2)sc1C1(C)CC(c2ccc(OC(F)(F)F)cc2)=NO1 (stereo not given) was read as SW480 rereplic -16%[9.22 µM], HT1080 IDH1KD tx 13%, GLP-1R inv ag -10%, HEK293 tox 2%, KB-3-1 cytotox 1%, KB-V1 MDR tox 23%, GLP-1R agonist -4%, TDP-43 yeast inh 9% and HT1080-NT tox 5%.
COc1ccccc1C(=O)N/C(=C/c1ccco1)C(=O)Nc1ccc(C(=O)O)cc1 was read as SW480 rereplic -4%, HT1080 IDH1KD tx 6%, GLP-1R inv ag 11%, HEK293 tox 2%, KB-3-1 cytotox 2%, KB-V1 MDR tox -12%, GLP-1R agonist 5%, TDP-43 yeast inh 5% and HT1080-NT tox 0%.
O=C(OC1CO[C@H]2O[C@@H]1[C@H](OC(=O)c1ccccc1)[C@H]2OC(=O)c1ccccc1)c1ccccc1 (stereo not given in full) was read as SW480 rereplic -1%, HT1080 IDH1KD tx 0%, GLP-1R inv ag inconclusive, HEK293 tox 10%, KB-3-1 cytotox -12%, KB-V1 MDR tox -7%, GLP-1R agonist 3%, TDP-43 yeast inh 14% and HT1080-NT tox 4%.
COc1ccccc1Nc1cc2cc(Br)ccc2c(=O)[nH]1 was read as SW480 rereplic inconclusive, HT1080 IDH1KD tx inconclusive, GLP-1R inv ag inconclusive, HEK293 tox inconclusive, KB-3-1 cytotox 7.3µM*, KB-V1 MDR tox inconclusive, GLP-1R agonist -1%, TDP-43 yeast inh 16% and HT1080-NT tox -27%.
CC(C)Nc1nc(Oc2cccc(Cl)c2Cl)cc(C(F)(F)F)n1 was read as SW480 rereplic -6%, HT1080 IDH1KD tx 2%, GLP-1R inv ag inconclusive, HEK293 tox -3%, KB-3-1 cytotox 0%, KB-V1 MDR tox 9%, GLP-1R agonist -12%, TDP-43 yeast inh -11% and HT1080-NT tox -8%.
C/C(=N\Nc1ccc2nncn2n1)c1ccc(Cl)s1 was read as SW480 rereplic -1%, HT1080 IDH1KD tx 9%, GLP-1R inv ag 16%, HEK293 tox 0%, KB-3-1 cytotox -1%, KB-V1 MDR tox 2%, GLP-1R agonist 0%, TDP-43 yeast inh 12% and HT1080-NT tox 13%.
Screening C=CC[C@H]1C(C(=O)OCC)=CC[C@@H](c2ccccc2)N1S(=O)(=O)c1ccc(C)cc1 returned HT1080 IDH1KD tx -23%, GLP-1R inv ag inconclusive, HEK293 tox 2%, KB-3-1 cytotox -15%, KB-V1 MDR tox 0%, GLP-1R agonist 1%, TDP-43 yeast inh 4% and HT1080-NT tox -9%.
Cc1ccc(C2CN=NC23CCc2ccccc2C3=O)cc1 (stereo not given) was read as SW480 rereplic 0%, HT1080 IDH1KD tx -12%, GLP-1R inv ag -2%, HEK293 tox -14%, KB-3-1 cytotox -3%, KB-V1 MDR tox 0%, GLP-1R agonist -7%, TDP-43 yeast inh inconclusive and HT1080-NT tox 0%.

An excerpt from above in order of length of the SMILES, smallest number first:
Cc1ccc(C2CN=NC23CCc2ccccc2C3=O)cc1 (stereo not given) was read as SW480 rereplic 0%, HT1080 IDH1KD tx -12%, GLP-1R inv ag -2%, HEK293 tox -14%, KB-3-1 cytotox -3%, KB-V1 MDR tox 0%, GLP-1R agonist -7%, TDP-43 yeast inh inconclusive and HT1080-NT tox 0%.
CC(C)Nc1nc(Oc2cccc(Cl)c2Cl)cc(C(F)(F)F)n1 was read as SW480 rereplic -6%, HT1080 IDH1KD tx 2%, GLP-1R inv ag inconclusive, HEK293 tox -3%, KB-3-1 cytotox 0%, KB-V1 MDR tox 9%, GLP-1R agonist -12%, TDP-43 yeast inh -11% and HT1080-NT tox -8%.
Screening COc1ccccc1Oc1coc2c(CN3CCN(C)CC3)c(O)ccc2c1=O returned SW480 rereplic -3%, HT1080 IDH1KD tx -4%, GLP-1R inv ag 0%, HEK293 tox 4%, KB-3-1 cytotox 1%, KB-V1 MDR tox 0%, GLP-1R agonist -6%, TDP-43 yeast inh -5% and HT1080-NT tox 2%.
For O=C(NCC(c1ccco1)N1CCCCC1)c1ccc(OCc2ccccc2)cc1 (stereo not given) the results were SW480 rereplic -1%, HT1080 IDH1KD tx 24%, GLP-1R inv ag -8%[0.307 µM], HEK293 tox -5%[0.307 µM], KB-3-1 cytotox 8%, KB-V1 MDR tox -25%, GLP-1R agonist 3%, TDP-43 yeast inh inconclusive and HT1080-NT tox 14%.
Screening Cc1cc(C)cc(NS(=O)(=O)c2ccc3[nH]c(=O)[nH]c3c2)c1 returned SW480 rereplic -9%, HT1080 IDH1KD tx 3%, GLP-1R inv ag 1%, HEK293 tox 5%, KB-3-1 cytotox -9%, KB-V1 MDR tox -9%, GLP-1R agonist -2%, TDP-43 yeast inh 14% and HT1080-NT tox 2%.
`COc1cc(OC)cc(C2=Cc3ccccc3C(CC(=O)c3ccco3)N2c2ccc(-c3ccc(C(N)=O)cc3)cc2)c1` (stereo not given) gave HT1080 IDH1KD tx -11%, GLP-1R inv ag -15%, HEK293 tox -22%, KB-3-1 cytotox inconclusive, KB-V1 MDR tox -3%, GLP-1R agonist 0%, TDP-43 yeast inh 18% and HT1080-NT tox inconclusive.

(next part)
`CN(C)Cc1c(C#N)c2ccccc2n1C` gave SW480 rereplic 1%, HT1080 IDH1KD tx -8%, GLP-1R inv ag 1%, HEK293 tox 9%, KB-3-1 cytotox -3%, KB-V1 MDR tox 0%, GLP-1R agonist 1%, TDP-43 yeast inh -28% and HT1080-NT tox -1%[9.24 µM].
`CCC(C)NC(=O)Cn1cc2c(n1)CCC(C)C2` (stereo not given) gave SW480 rereplic -3%, HT1080 IDH1KD tx -2%, GLP-1R inv ag -7%, HEK293 tox -1%, KB-3-1 cytotox 1%, KB-V1 MDR tox -4%, GLP-1R agonist 0%, TDP-43 yeast inh -11% and HT1080-NT tox 1%.
`O=C(NC(c1ccc(Cl)cc1)c1cnccn1)C1CCN(CCOc2ccc(F)cc2)CC1` (stereo not given) gave HT1080 IDH1KD tx inconclusive, GLP-1R inv ag inconclusive, HEK293 tox -6%, KB-3-1 cytotox 0%, KB-V1 MDR tox 1%, GLP-1R agonist 2%, TDP-43 yeast inh 24% and HT1080-NT tox inconclusive.
`CCCn1c(=O)c(C(=O)NNC(=O)c2cccc([N+](=O)[O-])c2)c(O)c2ccccc21` gave SW480 rereplic inconclusive, HT1080 IDH1KD tx 0%, GLP-1R inv ag -22%, HEK293 tox -13%, KB-3-1 cytotox -16%, KB-V1 MDR tox inconclusive, GLP-1R agonist 0%, TDP-43 yeast inh -13% and HT1080-NT tox 0%.

Source: PubChem
